ATXN2 expr inh – inhibitors of ATXN2 expression; HEK-293 ATXN2-luciferase reporter, luminescence, 24 h; Potency, µM (top dose mostly 57 µM), inactives show top-dose activity change, negative = inhibition, actives largely listed as inhibitors; hit rate 0.72% among 360,000; note: % is set by controls: 0 for no effect and ±100 for the full control effect; nearly all actives have a fitted effect of over 55% in size
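qHTS (up to 57 uM final) was run with 24 h compound exposure of reporter cells at 37 °C. Each well was multiplexed: SteadyGlo luminescence measured ATXN2-luciferase expression after a fluorogenic Gly-Phe-AFC viability readout (25 uM final).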
EPAC2 antag – blocks human EPAC2 exchange factor; EPAC2 GEF exchange of Rap1B-BODIPY-GDP, fluorescence; hit rate 0.18% among 360,000; Q8WZA2; Potency, µM (highest dose often 114 µM), for inactives: top-dose activity, negative = inhibition, usual class: inhibitors; note: % is set by controls: 0 for no effect and ±100 for the full control effect; nearly all actives have a fitted effect of over 45% in size; many of its hits are not listed in these tables
Target sequence (Q8WZA2 whole entry, looked up): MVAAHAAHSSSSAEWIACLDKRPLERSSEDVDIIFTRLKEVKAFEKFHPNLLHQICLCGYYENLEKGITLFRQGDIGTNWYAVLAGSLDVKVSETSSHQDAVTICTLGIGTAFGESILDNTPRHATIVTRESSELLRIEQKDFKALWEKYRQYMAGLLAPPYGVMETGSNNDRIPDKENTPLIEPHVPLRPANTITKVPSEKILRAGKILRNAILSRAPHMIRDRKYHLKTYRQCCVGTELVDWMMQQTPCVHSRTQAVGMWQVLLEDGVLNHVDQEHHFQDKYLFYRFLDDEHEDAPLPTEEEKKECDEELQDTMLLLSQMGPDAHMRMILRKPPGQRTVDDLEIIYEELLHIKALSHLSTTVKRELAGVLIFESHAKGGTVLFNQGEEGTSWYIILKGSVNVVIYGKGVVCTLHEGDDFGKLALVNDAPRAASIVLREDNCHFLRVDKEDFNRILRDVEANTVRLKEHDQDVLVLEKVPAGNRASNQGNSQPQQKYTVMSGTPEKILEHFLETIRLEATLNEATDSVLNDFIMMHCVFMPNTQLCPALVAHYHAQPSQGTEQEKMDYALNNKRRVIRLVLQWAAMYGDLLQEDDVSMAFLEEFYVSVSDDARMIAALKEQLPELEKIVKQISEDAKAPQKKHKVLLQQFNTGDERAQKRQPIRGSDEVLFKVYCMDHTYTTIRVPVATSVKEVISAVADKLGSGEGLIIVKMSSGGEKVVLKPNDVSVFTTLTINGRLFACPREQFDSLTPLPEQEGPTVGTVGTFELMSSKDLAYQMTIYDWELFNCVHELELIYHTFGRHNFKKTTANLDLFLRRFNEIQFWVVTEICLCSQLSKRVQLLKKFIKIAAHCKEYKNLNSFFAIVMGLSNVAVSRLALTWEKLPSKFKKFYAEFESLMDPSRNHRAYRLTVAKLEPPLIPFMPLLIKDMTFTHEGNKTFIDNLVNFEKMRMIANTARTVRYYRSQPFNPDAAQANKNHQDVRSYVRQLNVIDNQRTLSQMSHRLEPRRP
HepG2 viability – counter-screen for TGF-b inhibitors: cytotoxicity in HepG2 cells | HepG2 CAGA-GFP viability, ATP luminescence, 18 h | Potency, µM (highest dose often 46.1 µM), inactives show at the highest dose activity change, negative = cytotoxicity, hits mostly cytotoxic | hit rate 0.76% among 410,000 | AID 588856; note: some results filed as inactive show a strong effect at the top dose
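CellTiter-Glo luminescence gave cytotoxicity after 18 hours at 37 degrees C. The cells were HepG2 CAGA-GFP in 1% FBS DMEM, stimulated with 500 pg/mL TGF-beta after compound addition. %Activity was normalised to no-cell wells (complete cell-killing) and DMSO (no toxicity), and curves were fitted and classified.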
Nrf2 block – Nrf2 pathway inhibition; A549 ARE-Fluc reporter, luciferase luminescence, 18-24 h; Potency, µM (highest dose often 46 µM), inactives show at the top dose activity change, negative = inhibition, actives largely listed as inhibitors; hit rate 2.1% among 360,000; AID 504444; note: % is set by controls: 0 for no effect and ±100 for the full control effect; nearly all actives have a fitted effect of over 60% in size
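A549 ARE_Fluc cells (5000/well, 5% FBS OPTI-MEM) pre-incubated 2 h, then treated with compounds 18-24 h at 37C/5% CO2 in concentration-response. CellTiter-Fluor viability read first; BugLite luciferase luminescence after 15 min at room temperature gives Nrf2 activity.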
MCF10A rereplic – induces DNA re-replication in MCF 10a normal breast cells; MCF 10A DNA re-replication, Hoechst nuclear intensity, 48 h; Potency, µM (doses to about 46.1 µM), for inactives: at the top dose activity, positive = re-replication, actives largely listed as activators; hit rate 2.9% among 350,000; AID 624296; note: % of control where 0% means no effect; nearly all actives have a fitted effect of over 50% in size
A549 viability – A549 cytotoxicity, counter-screen for Nrf2 inhibitors; A549 ARE-Fluc cells, CellTiter-Fluor viability, 18-24 h; Potency, µM (series often up to 46 µM), without a hit: top-dose activity change, negative = cytotoxicity, actives largely listed as inhibitors; hit rate 0.16% among 390,000; AID 504648; note: % is set by controls: 0 for no effect and ±100 for the full control effect
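Cytotoxicity counterscreen: CellTiter-Fluor fluorescence was measured in A549 ARE_Fluc cells after 18-24 h of compound exposure in a concentration series. The subsequent BugLite luminescent read reports ARE-luciferase activity.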
S2 tox – cell viability loss in ATXN counter-screen | AID 651635 | hit rate 0.49% among 400,000 | Potency, µM (titrated, usually from 56.7 µM), most hits filed as cytotoxic | S2 cells (HEK-293 line with an ATXN2-luciferase reporter) viability, CellTiter-Fluor protease fluorescence, 24 h; note: nearly all actives have a fitted effect of over 40% in size
TGFb inhibitor – blocks TGF-b signaling. hit rate 1.2% among 410,000. HepG2 CAGA-GFP TGF-b/SMAD3 reporter, GFP fluorescence, 18 h; TGF-beta stimulated, 500 pg/mL final. Potency, µM (series often up to 46.1 µM), inactives show top-dose activity, negative = inhibition, most hits filed as inhibitors; note: % is set by controls: 0 for no effect and ±100 for the full control effect; nearly all actives have a fitted effect of over 65% in size
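Read-out: total well GFP (ex488/em500-530) summed from mean per-cell fluorescence. Cells: HEPG2 CAGA-GFP, 1% FBS DMEM, 18 h at 37 degrees C with 500 pg/mL final TGF-beta. Unstimulated wells served as the full-inhibition control; stimulated DMSO wells = 0%.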
Nrf2 activator – Nrf2 pathway activation | Potency, µM (doses to about 46.1 µM), for inactives: at the top dose activation, usual class: activators | hit rate 0.31% among 410,000 | AREc32 ARE-luciferase reporter (MCF7-derived line), luminescence, 24 h; note: % of control where 0% means no effect; nearly all actives have a fitted effect of over 65% in size
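Quantitative high-throughput format: AREc32 reporter cells, 1000 per well, received compound by pin transfer and were incubated 24 hr at 37 deg C, 5% CO2, before Steady-Glo luminescence detection.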
* hit, by the source's call; [ ] = remark or other dose. Calls come from the whole dose curve; as a rule, active = well fitted curve in the direction sought with a large enough effect; inconclusive = small, poorly fitted or top-dose-only effect, or another doubt; inactive = no such curve, though single readings can be large; an effect the other way counts as inactive or inconclusive. Potency is the fitted concentration of half-maximal effect. Not all compounds are listed; the hit share may differ from the screen's.

COc1cccc(CNC(=O)c2cnc3sc(N4CCCC4)nn3c2=O)c1OC was read as HepG2 viability 1%, Nrf2 block 15%, A549 viability 7%, TGFb inhibitor -30% and Nrf2 activator 0.8%.
CC1CC(C)(C)NC(=S)N1CCC(=O)N1CCc2ccccc21 (configuration not stated) was read as ATXN2 expr inh 8%, EPAC2 antag -2%, HepG2 viability 23%, Nrf2 block 6%, MCF10A rereplic -2%, A549 viability 6%, S2 tox inactive, TGFb inhibitor inconclusive and Nrf2 activator -0.2%.
For O=C(O)Cc1c(O)ccc2ccccc12 the results were ATXN2 expr inh 0%, EPAC2 antag 11%, HepG2 viability 1%, Nrf2 block 22%, MCF10A rereplic -2%, A549 viability -3%, S2 tox inactive, TGFb inhibitor -15% and Nrf2 activator 6.9%.
Cc1ccc(CNC(=O)CSc2n[nH]c(N)n2)cc1 was read as ATXN2 expr inh 5%, EPAC2 antag 13%, HepG2 viability -1%, Nrf2 block 4%, MCF10A rereplic 2%, A549 viability 1%, S2 tox inactive, TGFb inhibitor 0% and Nrf2 activator -0.6%.
`Cc1nc(C)c(C(=O)O)s1` gave ATXN2 expr inh -11%, EPAC2 antag 0%, HepG2 viability -1%, Nrf2 block -6%, MCF10A rereplic 5%, A549 viability 3%, S2 tox inactive, TGFb inhibitor 4% and Nrf2 activator 0.7%.
Screening CCCS(=O)(=O)N1CCC(C(=O)NC2CCC(C)CC2)CC1 (configuration not stated) returned ATXN2 expr inh 47%[activator], EPAC2 antag 9%, HepG2 viability 20%, Nrf2 block inconclusive, MCF10A rereplic 6%, A549 viability -2%, S2 tox inactive, TGFb inhibitor 22% and Nrf2 activator -0.4%.
`COc1cc(CNCc2cccs2)ccc1OCc1cccs1` gave ATXN2 expr inh 13%, EPAC2 antag -7%, HepG2 viability -32%, Nrf2 block 17%, MCF10A rereplic 5%, A549 viability 11%, S2 tox inactive, TGFb inhibitor -3% and Nrf2 activator 6.2%.
O=C(Nc1ccc(S(=O)(=O)NCC2CCCO2)cc1)c1ccc(F)cc1 (configuration not stated) was read as ATXN2 expr inh 10%, EPAC2 antag 1%, HepG2 viability -7%, Nrf2 block 12µM*, MCF10A rereplic 18%, A549 viability -15%, S2 tox inactive, TGFb inhibitor inconclusive and Nrf2 activator -0.5%.
For CC1CCN(C(=S)NC(=O)c2ccco2)CC1 the results were ATXN2 expr inh 1%, EPAC2 antag 0%, HepG2 viability 6%, Nrf2 block inconclusive, MCF10A rereplic 2%, A549 viability -3%, S2 tox inactive, TGFb inhibitor 0% and Nrf2 activator 3.3%.
`COc1ccc(C(=O)Nc2ccccc2C)cc1S(=O)(=O)N1CCOCC1` gave ATXN2 expr inh 4%, EPAC2 antag 13%, HepG2 viability -1%, Nrf2 block inconclusive, MCF10A rereplic 3%, A549 viability 0%, S2 tox inactive, TGFb inhibitor 22% and Nrf2 activator 0.1%.
For CCCc1cc(-c2nc(-c3ccc(Cl)cc3)cs2)ccn1 the results were ATXN2 expr inh 2%, EPAC2 antag -18%, HepG2 viability -59%, Nrf2 block 14%, MCF10A rereplic inconclusive, A549 viability 24%, S2 tox inactive, TGFb inhibitor -29% and Nrf2 activator -0.2%.
`Cc1nc2c(ccc3nc(NC(=O)C(c4ccccc4)c4ccccc4)sc32)s1` gave ATXN2 expr inh -23%, EPAC2 antag 7%, HepG2 viability -24%, Nrf2 block inconclusive, MCF10A rereplic 16µM*, A549 viability -18%, S2 tox inactive, TGFb inhibitor inconclusive and Nrf2 activator -0.9%.
For COc1ccccc1CC(=O)NC1CCCc2ccccc21 (configuration not stated) the results were ATXN2 expr inh -7%, EPAC2 antag 2%, HepG2 viability -22%, Nrf2 block -11%, MCF10A rereplic -1%, A549 viability 5%, S2 tox inactive, TGFb inhibitor -19% and Nrf2 activator 3.6%.
Screening Cc1cc(C(=O)COc2ccc(C#N)cc2)c(C)n1-c1ccc2c(c1)OCO2 returned ATXN2 expr inh -15%, EPAC2 antag 5%, HepG2 viability 10%, Nrf2 block -25%, MCF10A rereplic 16%, A549 viability 0%, S2 tox inactive, TGFb inhibitor 0% and Nrf2 activator -0.6%.
For O=C(COc1cccc(C(F)(F)F)c1)Nc1cccnc1 the results were ATXN2 expr inh -4%, EPAC2 antag -11%, HepG2 viability 4%, Nrf2 block 3%, MCF10A rereplic -2%, A549 viability -2%, S2 tox inactive, TGFb inhibitor -11% and Nrf2 activator -0.7%.
`COC(=O)c1ccc(C(c2c(C)[nH][nH]c2=O)c2c(C)[nH][nH]c2=O)cc1` gave EPAC2 antag 2%, HepG2 viability 7%, Nrf2 block 5%, MCF10A rereplic -2%, A549 viability -3%, S2 tox inactive, TGFb inhibitor -7% and Nrf2 activator -0.1%.
For O=C(NNS(=O)(=O)c1ccc(Br)cc1)c1sccc1-n1cccc1 the results were ATXN2 expr inh -35%, EPAC2 antag -23%, HepG2 viability -3%, Nrf2 block -5%, MCF10A rereplic 0%, A549 viability -2%, S2 tox inactive, TGFb inhibitor inconclusive and Nrf2 activator -0.2%.
Screening CCNC(=O)CN(c1ccc(C)cc1)S(=O)(=O)c1ccc(SC)cc1 returned ATXN2 expr inh 2%, EPAC2 antag -18%, HepG2 viability -14%, Nrf2 block 5%, MCF10A rereplic 10%, A549 viability 15%, S2 tox inactive, TGFb inhibitor 16% and Nrf2 activator -0.2%.
Screening COc1cccc2c1Oc1nc(-c3ccccc3)nc(SCC(=O)N3CCCCC3)c1C2 returned ATXN2 expr inh 11%, HepG2 viability -7%, Nrf2 block -6%, A549 viability 5%, S2 tox inactive, TGFb inhibitor inconclusive and Nrf2 activator 3.7%.
`Cc1cccc(NC(=O)c2cc([N+](=O)[O-])ccc2NCC2CCCO2)n1` (configuration not stated) gave ATXN2 expr inh -18%, EPAC2 antag -1%, HepG2 viability 3%, Nrf2 block 9%, MCF10A rereplic 4%, A549 viability -12%, S2 tox inconclusive, TGFb inhibitor 19% and Nrf2 activator 3.1%.
`CC(=O)Nc1ccc(NC(=O)C(NS(=O)(=O)c2cccc3nsnc23)C(C)C)cc1` (configuration not stated) gave ATXN2 expr inh 10%, EPAC2 antag -1%, HepG2 viability -2%, Nrf2 block -8%, MCF10A rereplic -2%, A549 viability -2%, S2 tox inactive, TGFb inhibitor 9% and Nrf2 activator -0.3%.
CCOC(=O)c1c(NC(=O)CN2C(=O)NC3(CCCCC3C)C2=O)sc(C)c1CC (configuration not stated) was read as ATXN2 expr inh -9%, EPAC2 antag -16%, HepG2 viability 0%, Nrf2 block inconclusive, MCF10A rereplic inconclusive, A549 viability -10%, S2 tox inconclusive, TGFb inhibitor inconclusive and Nrf2 activator 2.6%.
For COc1ccc(CNC(=O)COC(=O)c2ccc(S(=O)(=O)N3CCCCC3)cc2)cc1 the results were ATXN2 expr inh -7%, EPAC2 antag -4%, HepG2 viability -7%, Nrf2 block -8%, MCF10A rereplic -5%, A549 viability 6%, S2 tox inactive, TGFb inhibitor -2% and Nrf2 activator -0.5%.
COc1ccc(CN(C)Cc2nc3scc(-c4ccccc4)c3c(=O)[nH]2)cc1OC was read as ATXN2 expr inh -15%, EPAC2 antag 7%, HepG2 viability -42%, Nrf2 block 5%, MCF10A rereplic inconclusive, A549 viability -3%, S2 tox inactive, TGFb inhibitor inconclusive and Nrf2 activator 2.5%.
CCOC(=O)C1=C(C)N(CCCCCC(=O)O)C(=O)NC1c1ccc(Cl)cc1 (configuration not stated) was read as ATXN2 expr inh 7%, EPAC2 antag 11%, HepG2 viability 4%, Nrf2 block 7%, MCF10A rereplic -2%, A549 viability -4%, S2 tox inactive, TGFb inhibitor -12% and Nrf2 activator -0.3%.
For CCC1CCCCN1CCNC(=O)CNS(=O)(=O)c1ccc2nc(C)sc2c1 (configuration not stated) the results were ATXN2 expr inh -2%, EPAC2 antag inconclusive, HepG2 viability -12%, Nrf2 block 6%, MCF10A rereplic -8%, A549 viability 3%, S2 tox inactive, TGFb inhibitor 23% and Nrf2 activator -0.5%.
Screening Cc1ccc(-n2ncc3c(=O)n(CC(=O)NC4CCCCC4)cnc32)cc1 returned ATXN2 expr inh -3%, EPAC2 antag 0%, HepG2 viability -20%, Nrf2 block -7%, MCF10A rereplic -4%, A549 viability -9%, S2 tox inactive, TGFb inhibitor -15% and Nrf2 activator 0.0%.
`CCC(=O)C1=C(c2ccc(Cl)cc2)N(C(=O)CC)n2c(C)nnc2S1` gave HepG2 viability -29%, A549 viability -1%, TGFb inhibitor 6.3µM* and Nrf2 activator 21%.
For CN(C)CCCNC(=O)c1cc(Br)ccc1O the results were ATXN2 expr inh -20%, EPAC2 antag 3%, HepG2 viability -6%, Nrf2 block 8%, MCF10A rereplic -32%[inhibitor], A549 viability -2%, S2 tox inactive, TGFb inhibitor -7% and Nrf2 activator -0.4%.
`O=C(NCc1csc2ccccc12)Nc1cc(Cl)cc(Cl)c1` gave ATXN2 expr inh -26%, EPAC2 antag 1%, HepG2 viability -22%, Nrf2 block inconclusive, MCF10A rereplic inconclusive, A549 viability 2%, S2 tox inactive, TGFb inhibitor -10% and Nrf2 activator 3.1%.
`COCCCNCC(O)C(F)(F)F` (configuration not stated) gave EPAC2 antag 5%, HepG2 viability 13%, Nrf2 block -13%, MCF10A rereplic 0%, A549 viability -9%, S2 tox inactive, TGFb inhibitor 14% and Nrf2 activator -0.1%.

Screens as filed in PubChem.
